Screens: PubChem BioAssay, National Center for Advancing Translational Sciences (NCATS)
FLuc modulator = counter-screen for miR-21 project: firefly luciferase inhibitors or activators; P08659; purified FLuc, Km substrates, luminescence inhibition; Potency, µM (doses to about 57.5 µM), without a hit: at the top dose activity change, negative = inhibition, hits mostly inhibitors; 6.9% of 360,000 active; AID 588342;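 note: potency is the fitted concentration of half-maximal effect; plate controls were vehicle for no effect and reference inhibitor for full effect; nearly all actives have a fitted effect of over 55% in size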
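Biochemical qHTS of compounds, final roughly 60 µM downward over six points, against 10 nM purified firefly luciferase using Km concentrations of substrates (10 uM D-luciferin, 10 uM ATP) in Tris acetate pH 7.5 buffer; luminescence output.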
ELG1 genotox = genotoxicity induction in ELG1-luciferase HEK293T cells | HEK293T ELG1-luciferase reporter, luminescence, 16 h | Potency, µM (top dose mostly 46 µM), for the others: top-dose activity change, positive = activation, most hits filed as activators | 1.3% of 330,000 active; note: potency is the fitted concentration of half-maximal effect; % of control where 0% means no effect; nearly all actives have a fitted effect of over 60% in size
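Genotoxicity was scored as increased ELG1-luciferase reporter signal, measured by ONE-Glo luminescence (30 min, room temperature). Compound or vehicle exposure of the HEK293T reporter cells lasted 16 hr at 37°C.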
Menin MLL FP TR = displaces Texas Red mutant MLL peptide from human menin; Menin + Texas Red MLL mutant peptide, fluorescence polarization; Potency, µM (series often up to 61.6 µM), for inactives: at the highest dose FP activity change, negative = inhibition, actives largely listed as inhibitors; 0.23% of 270,000 active; AID 1768; active = well fitted inhibition curve with a large enough effect in the polarisation, with a control signal flat, not every such curve was filed as active; inconclusive = small, poorly fitted or top-dose-only effect, or effect the other way, or a change in a side signal; inactive = no such curve, though single readings can be large or run the other way; the % refers to the polarisation; note: potency is the fitted concentration of half-maximal effect; % of control where 0% means no effect; many of its hits are not listed in these tables
VP16 counter = inhibits Gal4-VP16 luciferase reporter, ROR gamma counter-screen. Drosophila S2 Gal4-VP16 UAS-luciferase, luminescence, 20 h. Potency, µM (doses to about 53.6 µM), for the others: at the top dose activity, negative = inhibition, most hits filed as inhibitors. 3.5% of 310,000 active;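 note: Gal4-VP16 expression switched on by copper sulfate through the metallothionein promoter; potency is the fitted concentration of half-maximal effect; % is set by controls: 0 for no effect and ±100 for the full control effect; nearly all actives have a fitted effect of over 50% in size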
RORg inh = inhibitors of mouse ROR gamma transcriptional activity | P51450 | Drosophila S2 Gal4-RORgamma UAS-luciferase reporter, 20 h | Potency, µM (top dose mostly 53.6 µM), without a hit: at the highest dose activity change, negative = inhibition, hits mostly inhibitors | 5.4% of 310,000 active; note: potency is the fitted concentration of half-maximal effect; % is set by controls: 0 for no effect and ±100 for the full control effect; nearly all actives have a fitted effect of over 60% in size
Target sequence (P51450 whole entry, looked up, the tested form may be a part): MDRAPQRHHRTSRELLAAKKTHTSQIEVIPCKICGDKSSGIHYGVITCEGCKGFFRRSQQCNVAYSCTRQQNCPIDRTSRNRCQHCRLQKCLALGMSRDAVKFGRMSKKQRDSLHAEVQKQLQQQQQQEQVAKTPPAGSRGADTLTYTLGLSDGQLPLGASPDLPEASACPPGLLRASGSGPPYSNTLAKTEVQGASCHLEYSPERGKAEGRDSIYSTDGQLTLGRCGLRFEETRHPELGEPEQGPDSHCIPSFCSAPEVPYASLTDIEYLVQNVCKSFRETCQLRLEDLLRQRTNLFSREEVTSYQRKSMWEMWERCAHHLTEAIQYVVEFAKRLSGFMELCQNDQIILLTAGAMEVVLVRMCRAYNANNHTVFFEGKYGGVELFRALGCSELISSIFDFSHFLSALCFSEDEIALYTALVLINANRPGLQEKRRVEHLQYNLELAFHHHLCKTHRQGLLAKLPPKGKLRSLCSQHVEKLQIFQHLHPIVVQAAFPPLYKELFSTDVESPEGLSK
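Stable Schneider cell line, Gal4 DNA-binding domain fused to ROR gamma, UAS-luciferase. Cmpd 1 hr RT → CuSO4 700 uM final → 20 hr RT → luciferase reagent 10 min → luminescence.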
BRCA1 expr up = BRCA1 expression activation | 1.1% of 380,000 active | Potency, µM (highest dose often 46.1 µM), without a hit: at the highest dose activation, actives largely listed as activators | MCF7-BRCA1-FFLuc reporter, luminescence, 48 h; response scale: scaled: vehicle 0%, 10 µM genistein 100% | AID 624202; note: potency is the fitted concentration of half-maximal effect; nearly all actives have a fitted effect of over 80% in size; some results filed as inactive show a strong effect at the top dose
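MCF7-BRCA1-FFLuc, 2000 cells/well; 2 h attach, 37 °C/5% CO2; compound 48 h; luciferase substrate 15 min; luminescence end-point. Norm. to genistein 10 microM max activation and DMSO; concentration-response curves fitted.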
Giardia kill = Giardia lamblia killing; Giardia lamblia trophozoite viability; activity change, % at 7.66 µM, hits read low; 0.15% of 340,000 active; in the data active = activity change below about -80%; inconclusive = between about -30% and that limit;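 note: parasites exposed to compound for two days anaerobically before the ATP read; % is set by controls: 0 for no effect and ±100 for the full control effect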
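Each well holds 100 Giardia trophozoites and compound. After two days (48 hrs) at 37 deg C in anaerobic conditions, ATP is quantified by luminescence.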
p53 reactivator = mutant p53 re-activation in reporter cells; H1299 p53-A138V BP100-luciferase reporter, luminescence, 24 h; Potency, µM (titrated, usually from 92.2 µM), for inactives: at the top dose activity change, positive = activation, most hits filed as activators; 0.063% of 320,000 active; AID 504706; note: potency is the fitted concentration of half-maximal effect; % of control where 0% means no effect; nearly all actives have a fitted effect of over 45% in size
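p53-null H1299 cells stably carrying temperature-sensitive p53-A138V and a BP100-luciferase reporter were pinned with compounds (4-point, 1:5 series) and held 24 hrs at 37 deg C. Luminescence was read 10 min after detection reagent.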
NPC1 prom act = NPC1 promoter activation; Huh7 NPC1 promoter luciferase reporter, 24 h; Potency, µM (highest dose often 9.22 µM), for the others: at the highest dose activation, actives largely listed as activators; 2.4% of 320,000 active;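 note: potency is the fitted concentration of half-maximal effect; % of control where 0% means no effect; nearly all actives have a fitted effect of over 60% in size; reporter is driven by a mutant NPC1 promoter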
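Readout is luciferase luminescence, reflecting NPC1 promoter activation in stably transfected Huh7 cells after 24 h compound exposure at 37 °C in reduced-serum medium with 10% FBS.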
PKM2 activator = increases activity of human pyruvate kinase M2 | P14618 | purified PKM2, Kinase-Glo ATP luminescence, activation; response scale: 0% is enzyme alone, no compound | Potency, µM (highest dose often 57.5 µM), inactives show at the highest dose activation, usual class: activators | 0.34% of 260,000 active; note: potency is the fitted concentration of half-maximal effect; % is set by controls: 0 for no effect and ±100 for the full control effect; nearly all actives have a fitted effect of over 55% in size
Target sequence (P14618 whole entry, looked up): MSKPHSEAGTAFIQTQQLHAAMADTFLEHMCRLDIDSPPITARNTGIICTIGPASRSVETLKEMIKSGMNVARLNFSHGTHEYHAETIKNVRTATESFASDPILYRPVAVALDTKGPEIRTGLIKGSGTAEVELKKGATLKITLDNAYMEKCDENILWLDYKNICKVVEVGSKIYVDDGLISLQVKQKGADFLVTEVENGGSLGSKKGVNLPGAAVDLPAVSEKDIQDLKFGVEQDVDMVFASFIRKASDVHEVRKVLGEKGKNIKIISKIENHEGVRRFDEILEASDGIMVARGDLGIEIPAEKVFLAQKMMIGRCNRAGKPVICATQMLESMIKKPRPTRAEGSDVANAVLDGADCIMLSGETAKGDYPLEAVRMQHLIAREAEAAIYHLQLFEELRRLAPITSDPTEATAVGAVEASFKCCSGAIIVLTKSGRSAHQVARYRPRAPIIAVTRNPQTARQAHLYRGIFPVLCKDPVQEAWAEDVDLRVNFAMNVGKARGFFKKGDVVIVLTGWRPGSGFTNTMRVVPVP
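Purified hPK-M2 (>95%) run at intermediate activity with 0.1 mM ADP and 0.5 mM PEP in 50 mM imidazole pH 7.2, KCl, MgCl2; 1 h room temperature. ATP formed read by Kinase-Glo luminescence; normalized to uninhibited and no-enzyme controls.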
Rab9 prom act = activators of Rab9 promoter | Huh7 Rab9 promoter-luciferase reporter, luminescence, 24 h | Potency, µM (top dose mostly 9.22 µM), for inactives: at the highest dose activation, negative = inhibition, hits mostly activators | 2.8% of 320,000 active; note: potency is the fitted concentration of half-maximal effect; % of control where 0% means no effect; nearly all actives have a fitted effect of over 60% in size
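Cells were plated at 1500 per well in reduced-serum medium with 10% FBS and left 2 h. Compound in DMSO was then added for 24 h at 37 °C. Reporter signal was read by luminescence after 10 min with luciferase detection reagent.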
* hit, by the source's call; ? = inconclusive; . = no result given; & = joins results of further samples; [ ] = remark or other dose. Unless noted, calls come from the whole dose curve; as a rule, active = well fitted curve in the direction sought with a large enough effect; inconclusive = small, poorly fitted or top-dose-only effect, or another doubt; inactive = no such curve, though single readings can be large; an effect the other way counts as inactive or inconclusive. A portion of the library, so the mix of outcomes need not match the whole.

SMILES | FLuc modulator | ELG1 genotox | Menin MLL FP TR | VP16 counter | RORg inh | BRCA1 expr up | Giardia kill | p53 reactivator | NPC1 prom act | PKM2 activator | Rab9 prom act
COc1ccc(S(=O)(=O)n2cnc3cc(C)c(C)cc32)cc1 | -3% | -1% | -1% | -15% | 29% | -15% | -5 | 3% | 2% | 14% | 3%
CCOc1ccc(NS(=O)(=O)c2ccc(C(=O)NCCCN3CCCC3=O)cc2)cc1 | 2% | -11% | . | -5% | ? | -32% | -2 | -15% | -6% | -1% | 0%
COc1ccc(-c2c(NC(C)=O)n(C)c3ccccc3c2=O)cc1 | 0% | 0% | -2% | 1% | -4% | -9% | 27 | 0% | 5% | -4% | 4%
COc1ccc(C2/C=C\CN(C(=O)OCc3ccccc3)CC(=O)N2Cc2ccc(F)cc2)cc1 (stereo not drawn) | 2% | -2% | 7% | -5%&4% | 1%&18% | 2% | -2&2 | 6% | -1% | -3% | -9%
COc1cc2[nH]c(=S)n(Cc3cccs3)c(=O)c2cc1OC | -3% | 3% | -1% | -15% | ? | -21% | 2 | 12% | 5% | 2% | 2%
Cc1ccc(S(=O)(=O)N2CCN(Cc3cc(=O)n4ccccc4n3)CC2)c(C)c1 | -1% | 0% | . | . | . | 5% | -2 | -4% | -5% | . | -4%
CN1C(=O)/C(=C/c2cn(CC(=O)N3CCCCC3)c3ccccc23)NC1=S | 0% | 7% | . | ? | 11µM* | -50% | 3 | 3% | 2% | . | 4%
COCCCNC(=S)N/N=C/c1ccc(N(C)C)cc1Cl | 2% | 8% | . | 13µM* | 2.2µM* | 18% | -17 | 10% | 13% | -3% | 22%
COc1ccc(NC2=CC(=S)NC(C)(C)C2)cc1 | 3% | 0% | ? | ? | 7.1µM* | 2% | -6 | -5% | -2% | -2% | -4%
CCOc1ccccc1C(=O)Nc1ccc(S(=O)(=O)N2CCOCC2)cc1 | 6% | 2% | 10% | 6% | 15% | -46% | 5 | -4% | -1% | 0% | 2%
COc1ccc(/C=N/NC(=O)c2ccn[nH]2)cc1CSc1ccccn1 | 11µM* | ? | ? | 16% | 4% | ? | 5 | 22% | ? | . | ?
Cc1ccc(N(C)C(=O)CCNC(=O)Cn2cnc3ccccc3c2=O)cc1C | 1% | 0% | . | 8% | -3% | 56% | 1 | -2% | 2% | . | -3%
COc1cc2c(c(OC)c1OC)-c1c(cc(OC)c(OC)c1OC)C[C@](C)(O)[C@@H](C)C2 | 4% | 3% | . | 6% | -15% | 9% | -18 | 1% | -4% | -2% | -8%
CCOC(=O)CSc1nc2ccsc2c(=O)[nH]1 | -11% | 2% | 17% | -5% | 13% | -20% | 8 | 2% | 1% | -7% | 2%
O=C(CSc1nnc2ccccn12)Nc1cccc(S(=O)(=O)N2CCOCC2)c1 | -1% | 3% | 7% | -10% | -25% | 3% | -1 | -9% | 0% | 6% | -1%
Nc1ccn(-c2ccc(Cl)cc2)c(=O)c1 | -6% | 2% | 0% | 6% | -20% | 0% | 6 | 6% | 7% | -6% | -1%
O=C(COC(=O)CCN1C(=O)c2ccccc2C1=O)Nc1ccc(S(=O)(=O)N2CCCC2)cc1 | 1% | 2% | 6% | 2% | -11% | -1% | 0 | -6% | 0% | 8% | 9%
O=C(Nc1ccc(F)cc1)c1ccccc1S(=O)(=O)c1ccccc1[N+](=O)[O-] | 5% | 0% | 14% | 16% | -8% | -27% | -2 | -3% | -1% | 1% | -3%
Cc1[nH]c2ccc(C(=O)N3CCN(Cc4ccccc4)CC3)cc2c1C | 6µM* | 2% | -23% | -12% | 32% | 9% | 12 | -3% | 16% | . | 3%
CCCCCn1c(=O)[nH]c2cc(C(=O)NCCCN(CC)CC)ccc2c1=O | 2% | 0% | -27% | 0% | -2% | -41% | 10 | -1% | -1% | 0% | -10%
O=C1NCC(O)=C1C=NCCCO | 5% | -3% | 1% | 0% | -12% | 0% | 5 | 9% | 0% | 12% | -2%
Cc1cc(NC(=O)CCC(=O)N(Cc2ccco2)C2(C(=O)NC3CCCCC3)CCCC(C)C2)no1 (stereo not drawn) | 2% | -9% | ? | -5% | 21% | -27% | 3 | 0% | -4% | 0% | -4%
COc1c(C)cc(C(=O)C2CCCN(C(=O)CCc3scnc3C)C2)cc1C (stereo not drawn) | -2% | -9% | 1% | -14% | ? | -18% | 23 | -2% | -5% | 5% | -31%[inhibitor]
COCCN(C(=O)CSc1nnc(-c2ccccc2F)o1)c1c(N)n(CC(C)C)c(=O)[nH]c1=O | -3% | 0% | . | . | . | 3% | -4 | -2% | -5% | . | -4%
O=C(CCC(=O)OCc1cccc([N+](=O)[O-])c1)Nc1ccc(F)cc1 | -3% | 0% | 0% | -6% | -18% | 21% | 3 | 2% | -4% | 15% | -5%

The results go on.
SMILES | FLuc modulator | ELG1 genotox | Menin MLL FP TR | VP16 counter | RORg inh | BRCA1 expr up | Giardia kill | p53 reactivator | NPC1 prom act | PKM2 activator | Rab9 prom act
O=C(NCc1cccc(Cl)c1)c1ccc(CS(=O)Cc2ccc(Cl)cc2)o1 (stereo not drawn) | 1% | -13% | 14% | -2% | 14% | 5% | -15 | -10% | 2% | . | 4%
CCOC(=O)N1CCN(C(=O)CSc2nnc(-c3ccc(C)c(C)c3)o2)CC1 | ? | 1% | 0% | -5% | -11% | 2% | -2 | -4% | 0% | -1% | 5%
COc1ccc(CNS(=O)(=O)c2ccc(S(=O)(=O)NC3CC3)cc2)cc1 | 2% | -6% | -26% | -1% | -21% | -8% | 30[activator] | 2% | 0% | 2% | -5%
Cc1cc(C(=O)Nc2sc3c(c2C#N)CCC(C)C3)no1 (stereo not drawn) | 2.7µM* | 2.1µM* | 28% | ? | ? | 0% | -20 | ? | 1.8µM* | 5% | 2µM*
O=C(CNC(=O)c1ccco1)NCC(=O)OCc1cccc(Cl)c1 | -1% | 2% | -8% | -1% | ? | 3% | -6 | 3% | 0% | -1% | 0%
NC(=O)NC(=O)CN1C(=O)NC(c2ccccc2)(c2ccccc2)C1=O | 3% | -4% | -7% | 9% | 4% | 2% | 15 | -11% | -1% | -4% | -3%
Cc1ccc(CN2CCSc3ccc(C(=O)NCc4cccnc4)cc32)cc1 | -2% | -10% | -16% | -4% | 27% | -26% | -8 | -6% | -3% | -1% | 1%
COc1ccc(S(=O)(=O)NC(C)C(=O)NCc2ccncc2)cc1OC (stereo not drawn) | 0% | 0% | -2% | 4% | -13% | 0% | -21 | -2% | -6% | 1% | 2%
N[C@@H](CO)c1nnc([C@H](Cc2ccc(O)cc2)NC(=O)C2CCNCC2)o1 | -1% | 0% | 11% | 1% | 0% | 4% | 5 | 5% | 1% | -6% | -1%
COc1ccccc1NC(=O)CN1C(=O)COc2ccc(S(=O)(=O)N3CCOCC3)cc21 | -1% | -1%[9.26 µM] | 0% | 2% | -14% | -4% | -2 | -2% | -3% | . | 3%
O=C(C1CCN(Cc2nc(Cc3cccc(F)c3)no2)CC1)N1CCOCC1 | -1% | 0% | 12% | -10% | -17% | 0% | -3 | 0% | -1% | -1% | 12%
Cc1cc(=O)[nH]c(N/N=C/c2ccc([N+](=O)[O-])cc2)n1 | -1% | 10% | 12% | 10% | 7% | . | . | 2% | -2% | -3% | 0%
Cc1ccc(S(=O)(=O)N2CCCOC2CNC(=O)C(=O)NCc2ccco2)cc1 (stereo not drawn) | -2% | 2% | -3% | -3% | -26% | -22% | ? | 11% | 0% | 1% | -1%
CC(=O)N1CCc2ccc(S(=O)(=O)N3CCc4ccccc43)cc21 | -1% | 8% | 13% | -8% | 2% | -16% | 1 | -12% | -14% | 8% | -12%
Cc1cccc(NC(=O)COC(=O)c2ccc(S(=O)(=O)N3CCCCCC3)cc2)c1 | 5% | 0% | . | . | . | -20% | -2 | 4% | 1% | . | -3%
CCc1cccc(CC)c1NC(=S)N1CCn2cccc2C1c1cccnc1 (stereo not drawn) | 1% | -3% | 14% | 0% | -23% | -35% | 11 | -15% | -3% | -1% | 0%
COc1cccc(Sc2ccccc2/C=N/NC(N)=O)c1 | 5% | 3% | ? | 7% | -6% | -28% | -16 | -1% | -35%[inhibitor] | 0% | -29%
CCc1cc(Cn2nc(-c3ccccc3)cc2C(=O)NCC2CC2)on1 | -1% | -3% | . | . | . | -2% | 7 | -1% | -4% | . | -4%
COCCn1c(C)cc(C(=O)COc2cccnc2[N+](=O)[O-])c1C | 4% | 14% | -18% | -11% | 16% | 6% | ? | -3% | 14% | 3% | 22%
CSCC[C@@H](C(=O)NCCCCCCCCCCC(=O)N1CCNCC1)n1cc(CCO)nn1 | 6% | -2% | . | . | . | 23% | -4 | 3% | -4% | . | 0%
